Screening results (PubChem)
Gli-Sufu block: Gli-Sufu pathway antagonists, primary screen, luciferase luminescence, Sufu-KO-LIGHT cells, uHTS. Sufu-KO-LIGHT fibroblasts, Gli luciferase reporter luminescence. inhibition, % at 5 µM. hit rate 0.74% among 340,000. AID 588413, 2011;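 active = inhibition above about 55%, limit read from the data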;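 also: 0% = DMSO-treated cells and 100% = wells with medium but no cells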
Jurkat NFkB inh: inhibitors of induced NF-kB luciferase reporter, primary screen, TCR NF-kB activation inhibitor project, cell-based, luminescence, uHTS; Jurkat, PMA/ionomycin-induced NF-kB luciferase reporter; inhibition, % at 4 µM; hit rate 0.53% among 330,000; AID 435003, 2010
Apaf1 inhib: inhibitors of human Apaf-1 apoptosome, primary screen, biochemical, DEVD-Rh110 fluorescence, uHTS; AID 489030, 2010; reconstituted apoptosome caspase-3 activity; hit rate 0.71% among 330,000; inhibition, % at 20 µM; active = inhibition of at least 40% at 20 µM;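 also: plate controls were DMSO wells for no effect and DEVD-CHO caspase inhibitor wells for full effect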
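System – cell-free apoptosome with Apaf-1, procaspase-3 and caspase-9 · Buffer or medium – pH 7.5 Hepes buffer with CHAPS, BSA, DTT · Also added – cytochrome c with DEVD-Rh110 · Times – 30 min compound preincubation, 50 min activation, room temperature · Technique – Rh110 fluorescence intensity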
697 NFkB inh: inhibitors of PMA/ionomycin-induced NF-kB reporter, 697 cells, primary screen, B-cell NF-kB inhibitor project, cell-based, luminescence, uHTS | 697 B-cell NF-kB luciferase reporter, 16 h | inhibition, % at 4 µM | hit rate 0.33% among 330,000 | AID 435022, 2010; in the data active = inhibition above about 35%
HKDC1 inh: HKDC1 hexokinase inhibitors, primary screen, biochemical, fluorescence, uHTS; recombinant HKDC1, G6PDH/diaphorase resazurin coupled fluorescence; Q2TB90; AID 493160, 2011; hit rate 0.16% among 340,000; inhibition, % at 20 µM;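 active = inhibition above about 35% when tested at 20 µM, limit read from the data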;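 also: plate controls were DMSO wells with enzyme for no effect and DMSO wells lacking enzyme for full effect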
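Assay system – recombinant HKDC1 (HK5) hexokinase enzyme, produced in-house · Input – HKDC1 at 5 µg/mL · Reagent – glucose plus 1 mM ATP as hexokinase substrates · Timing – 90 min reaction incubation at room temperature, dark · Measured by – G6PDH/diaphorase-coupled fluorescence, 1 mM NADP, 100 µM resazurin, 525/613 nm · Benchmarks – DMSO-enzyme wells negative, buffer-substituted wells positive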
UBC13 polyUb: UBC13 polyubiquitin chain formation inhibitors, primary screen, biochemical, TR-FRET, uHTS | Ubiquitin-conjugating enzyme E2 N (Homo sapiens), P61088 | hit rate 0.47% among 330,000 | inhibition, % at 20 µM; in the data active = inhibition above about 45%, passing the limit was not always enough
Target sequence (P61088 whole entry, looked up): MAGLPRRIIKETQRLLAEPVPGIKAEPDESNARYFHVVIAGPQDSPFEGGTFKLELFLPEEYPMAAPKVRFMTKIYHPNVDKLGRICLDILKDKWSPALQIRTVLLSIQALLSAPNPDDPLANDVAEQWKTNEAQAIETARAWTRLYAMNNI
SENP8 block: SENP8 protease inhibitors, primary screen, biochemical, luminescence | inhibition, % at 10 µM | hit rate 1.2% among 330,000 | Sentrin-specific protease 8 (Homo sapiens), Q96LD8 | purified SENP8, Z-RLRGG-aminoluciferin cleavage
Target sequence (Q96LD8 whole entry, looked up): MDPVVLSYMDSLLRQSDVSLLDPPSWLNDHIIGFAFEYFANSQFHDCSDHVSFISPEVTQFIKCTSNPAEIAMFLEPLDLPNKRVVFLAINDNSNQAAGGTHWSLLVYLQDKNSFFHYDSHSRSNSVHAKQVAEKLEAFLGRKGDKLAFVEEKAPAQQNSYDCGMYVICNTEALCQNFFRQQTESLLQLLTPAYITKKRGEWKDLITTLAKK
SENP7 inh: SENP7 protease inhibitors, primary screen, biochemical, luminescence, uHTS; Sentrin-specific protease 7 (Homo sapiens), Q9BQF6; recombinant SENP7, Z-RLRGG-aminoluciferin luminescence, 40 min; inhibition, % at 5 µM; hit rate 1.5% among 330,000; AID 434973, 2010;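 active = inhibition above about 50% at the single test dose, limit read from the data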;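 also: plate controls were DMSO with enzyme for no effect and no enzyme buffer wells for full effect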
Target sequence (Q9BQF6 706-1050 limits assumed): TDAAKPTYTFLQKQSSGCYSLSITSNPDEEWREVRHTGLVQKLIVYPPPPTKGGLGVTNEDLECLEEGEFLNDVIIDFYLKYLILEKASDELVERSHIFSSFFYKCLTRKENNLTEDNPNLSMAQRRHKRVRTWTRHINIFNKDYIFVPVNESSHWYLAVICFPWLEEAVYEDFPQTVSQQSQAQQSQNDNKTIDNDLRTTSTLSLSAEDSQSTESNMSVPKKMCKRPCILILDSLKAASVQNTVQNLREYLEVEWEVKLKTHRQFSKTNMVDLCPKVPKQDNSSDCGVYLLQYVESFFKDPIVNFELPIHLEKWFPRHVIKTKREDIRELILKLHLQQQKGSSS
* marks the source's active call; other numbers are inactive results. Rule as the data show it, unless noted: active = inhibition above about 50%; inactive = the rest.

SMILES	Gli-Sufu block	Jurkat NFkB inh	Apaf1 inhib	697 NFkB inh	HKDC1 inh	UBC13 polyUb	SENP8 block	SENP7 inh
Cc1cccn2c(=O)c3cc(C(=O)NCC4CCCO4)c(=N)n(CCc4ccccc4)c3nc12 (configuration not stated)	3	-22	1	-19	-15	4	3	10
CCc1ccc(NC(=O)CCn2nc(C)c(S(=O)(=O)N3CCCCC3)c2C)cc1	9	7	16	-21	-4	-14	-3	-3
Cc1ccc2c(c1)C(=O)C(=O)N2Cc1ccc(Br)cc1	36	-13	35	-35	23	-7	10	-12
Cc1ccc(CN2CCN(Cc3cn(C)nc3C)CC2CCO)o1 (configuration not stated)	-1	-14	-1	-6	-8	-7	-2	2
Oc1[nH]c2ccccc2c1C=Nc1ccccc1	-77	-105	-11	-98	-4	-22	46	62*
COc1cc(CC(=O)Nc2ccc(S(=O)(=O)NC3=NCCCCC3)cc2)cc(OC)c1OC	9	10	-20	-7	-10	-1	3	2
CCOc1ccc(C(C)(C)C)cc1S(=O)(=O)N1CC(C)OC(C)C1 (configuration not stated)	4	3	16	14	-3	-1	-5	-11
CCN(CC(=O)Nc1ccc(NC(C)=O)cc1)C(=O)c1ccccc1CCc1ccccc1	-2	-5	14	2	-4	-4	5	-11
O=C(COc1ccccc1C(=O)O)Nc1nc2ccc([N+](=O)[O-])cc2s1	5	-4	8	-8	0	-13	-26	-1
CCN(C(C)=O)c1cccc2ccccc12	2	-15	17	-12	-3	-7	-8	-16
Cc1cccc(NS(=O)(=O)c2cccc(C(=O)NCC3(N4CCCCC4)CCCCC3)c2)c1	37	-5	9	-30	-4	4	-10	-11
COc1cc(Cl)ccc1S(=O)(=O)n1nc(C)cc1C	6	-15	-6	8	-10	4	1	3
COc1ccc(C(=O)Nc2nc3ccc(S(C)(=O)=O)cc3s2)cc1OC	-22	-11	8	12	-9	7	-11	-1
Cc1ccc(Cl)cc1N1CCN(C(=O)Cc2cn(C)c3ccccc23)CC1	13	8	31	12	0	6	-21	3
CCOC(=O)CCS(=O)(=O)c1ccc(-c2ccc(S(=O)(=O)CCC(=O)OCC)cc2)cc1	1	11	-6	5	-1	2	6	58*
COc1ccccc1/C=N/NC(=O)CC(=O)NCc1ccccc1	3	3	-5	19	-4	-1	2	6
Cc1ccc(N2C(=O)C3CCC(c4ccccc4)CC3C2=O)cc1 (configuration not stated)	-5	-18	-6	2	-1	4	-4	8
c1coc(CNc2ncnc3sc4c(c23)CCCCC4)c1	-7	9	8	-6	-3	14	5	1
CCCNc1ncnc2onc(C)c12	-6	-4	-5	-4	-15	6	-7	-6
Cc1cc(C(F)F)n2nc(C(=O)Nc3ccccc3Br)nc2n1	-9	-13	11	-1	-3	-15	-5	1
O=C(O)c1ccc(Cl)c(S(=O)(=O)NC(Cc2ccccc2)C(=O)O)c1 (configuration not stated)	-6	-12	1	5	-4	-8	1	2
Cc1cccc(OCC(=O)Nc2nnc(S(=O)(=O)N3CCCCC3)s2)c1	1	1	-3	-4	2	0	5	-5
CCCCN(C(=O)/C=C/c1ccco1)c1c(N)n(CCC)c(=O)[nH]c1=O	-1	8	-24	4	2	14	0	0
Cc1cccc(C(=O)NCC(=O)N2CCN(S(=O)(=O)/C=C/c3ccccc3)CC2)c1	2	1	-1	19	6	3	4	-4
CC1(C)CC(=O)C2=C(C1)NC(Nc1nc3ccccc3o1)=NC2c1ccccn1 (configuration not stated)	9	0	19	5	-1	-7	-13	-13
Continued.
SMILES	Gli-Sufu block	Jurkat NFkB inh	Apaf1 inhib	697 NFkB inh	HKDC1 inh	UBC13 polyUb	SENP8 block	SENP7 inh
COc1ccc2c(c1)c(CC(=O)Nc1nnc(C3CC3)s1)c(C)n2C(=O)c1ccc(Cl)cc1	0	18	-9	18	13	14	-5	5
Cc1ccc(OCC(=O)N(Cc2ccco2)C2CCS(=O)(=O)C2)cc1 (configuration not stated)	-11	0	1	5	-3	3	5	-1
COc1ccc(CNC(=O)C2CC(c3cc(C(F)(F)F)cc(C(F)(F)F)c3)=NO2)cc1 (configuration not stated)	1	26	-1	5	2	7	0	2
O=c1cc2c(nn1Cc1cccc([N+](=O)[O-])c1)-c1ccccc1CC2	-10	17	13	13	-4	6	-5	1
O=C(/C=C/Nc1ccccc1)c1cnc(-c2ccccc2)s1	-21	-19	8	-50	-4	-14	-10	0
CC(C)CC1(C)NC(=O)N(CCN2C(=O)c3ccccc3C2=O)C1=O (configuration not stated)	9	-4	-21	10	-4	3	-3	3
CCOC(=O)N1CCN(S(=O)(=O)c2cn(C)c(=O)n(C)c2=O)CC1	-6	-9	-7	4	-9	-3	-10	11
O=C(OCc1ccccc1)c1cccnc1Cl	-4	11	-12	6	-3	3	-6	2
COc1ccc(CCNC(=O)CNS(=O)(=O)c2cccs2)cc1OC	5	-2	5	-16	-8	4	-16	10
CCC(NC(=O)c1ccccc1O)c1ccccc1 (configuration not stated)	4	-5	-14	-10	-6	4	-13	-6
Cc1cc(NC(=O)Nc2cccc(Cl)c2)n(C(C)(C)C)n1	0	0	3	0	-5	-6	-12	-4
NC(=O)C1CCN(C(c2ccccc2F)c2nnnn2Cc2ccco2)CC1 (configuration not stated)	2	-13	7	18	-7	9	-3	1
COC(=O)c1ccc(-n2c(C)cc(C(=O)CSc3ccc(NC(C)=O)cc3)c2C)cc1	-8	10	5	2	2	0	0	-8
Cc1nn(C)cc1-c1n[nH]c(=S)n1-c1ccc(Cl)cc1	-13	-6	-5	11	-5	0	8	11
CCOC(=O)C1CCN(c2nc(C)nc3c2oc2ccccc23)CC1	-19	25	13	9	4	2	-3	0
Cn1c(N)c(C(=O)CSc2nnc(N)s2)c(=O)n(C)c1=O	3	5	0	12	-4	5	5	1
O=C1CC(c2cc(Br)ccc2F)c2cc3c(cc2N1)CCC3 (configuration not stated)	37	73*	-5	8	0	17	1	6
O=C1CSC(c2cccnc2)N1Cc1cccnc1 (configuration not stated)	5	-40	-14	-37	-1	1	0	-1
CC(=O)N1CCC(C(=O)Nc2ccccc2)(N(Cc2ccccc2)C(=O)c2cccnc2)CC1	-20	-14	-13	2	-7	1	1	-6
C=CCOC(=O)C1=C(C)NC(C)=C(C(=O)OCC=C)C1c1cccs1	-4	5	3	11	2	6	5	-2
O=C(Nc1ccc(OC(F)(F)F)cc1)c1ccc2c(c1)no[n+]2[O-]	-32	-19	-2	-76	4	-5	32	39
COc1ccc(CCNC(=O)C(=O)NCC2OCCN2S(=O)(=O)c2ccccc2)cc1OC (configuration not stated)	-7	3	-4	-2	-7	-7	-16	10
CNC(=O)C(=O)Nc1cc2c3c(c1)CCN3C(=O)CC2	96*	-4	-5	15	4	-3	-13	11
COc1cc(C(=O)NNC(=O)CCOc2ccccc2C)cc(OC)c1OC	5	2	-9	13	-7	-2	9	-1
CC(=O)Nc1ccc(S(=O)(=O)NCC(=O)NNC(=O)COc2c(C)cccc2C)cc1	-5	-2	-3	3	-2	14	2	2

Next part (3 carried over from the part before).
SMILES	Gli-Sufu block	Jurkat NFkB inh	Apaf1 inhib	697 NFkB inh	HKDC1 inh	UBC13 polyUb	SENP8 block	SENP7 inh
CNC(=O)C(=O)Nc1cc2c3c(c1)CCN3C(=O)CC2	96*	-4	-5	15	4	-3	-13	11
COc1cc(C(=O)NNC(=O)CCOc2ccccc2C)cc(OC)c1OC	5	2	-9	13	-7	-2	9	-1
CC(=O)Nc1ccc(S(=O)(=O)NCC(=O)NNC(=O)COc2c(C)cccc2C)cc1	-5	-2	-3	3	-2	14	2	2
C/C(=C\C(=O)c1cccnc1)Nc1ccc(C)c(C)c1	-38	-20	-11	-21	-5	1	4	-1
COCc1cc(C)n(CC(=O)Nc2ccc(Cl)cc2Cl)c(=O)c1C#N	-25	8	-3	22	2	-1	-1	2
COc1ccc(C2=NN(S(C)(=O)=O)C(c3cccs3)C2)cc1OC (configuration not stated)	-41	-36	8	-53	-1	-4	-7	-8
O=C(NCc1cccs1)c1ccccc1F	-6	6	-2	3	-6	4	1	4
Cc1cc(F)ccc1NCc1ccncc1	2	-9	-20	8	-5	4	-2	-1
S=c1[nH]nc(CCc2ccccc2)n1-c1ccccc1	6	8	4	10	-6	6	0	7
CC1CCN(C(=O)CSc2nnc(Cc3cccn3C)n2CCc2ccccc2)CC1	29	1	8	-3	-3	8	-7	10
CCOc1ccc2nc(NC3=NC(C)(C)C=C(C)N3)nc(C)c2c1	15	-19	34	13	-1	57*	-8	2
Cc1ccc(-n2c(SCC(=O)NC3CCS(=O)(=O)C3)nc3ccccc3c2=O)cc1C (configuration not stated)	-2	1	-5	16	-1	-5	-10	-5
CN(CC(=O)NNC(=O)CNC(=O)c1ccccc1F)S(=O)(=O)c1ccc(Cl)cc1	-5	-11	-4	3	-3	-9	-8	-7
Cc1ccc(OCC(=O)N2CCN(C(=O)CCC3CCCC3)CC2)cc1	3	1	-13	7	2	9	-8	0
CCOC(=O)Cc1csc(NC(=O)CCCCCN2C(=O)c3cccc4cccc(c34)C2=O)n1	10	19	2	7	0	2	-1	0
Nc1cc(=O)[nH]c(SCc2cccc3ccccc23)n1	-15	11	8	4	0	8	-2	-8
C=C(C)c1cccc(C(C)(C)NC(=O)NCCN(CC)CC)c1	7	1	-4	-6	13	-4	-2	11
CNC(=S)N(Cc1ccc(OC)cc1)C1CC(=O)N(c2ccc(OC)cc2)C1=O (configuration not stated)	-7	-23	0	-28	-4	-8	-5	-6
C=CCS(=O)(=O)N1CCCC(C(=O)c2cccc(Cl)c2)C1 (configuration not stated)	0	12	-5	14	-33	5	-6	0
Cn1cc(S(=O)(=O)Nc2ccc(Br)cc2F)c(=O)n(C)c1=O	8	-4	-5	3	-2	-13	-12	14
CC(c1ccccc1)N1C(=O)CC(Sc2ncccc2C(=O)O)C1=O (configuration not stated)	4	2	-15	12	-10	8	5	-4
COc1ccc(/C=N/NC(=O)c2[nH]c3ccc(Br)cc3c2-c2ccccc2)c(C(=O)O)c1OC	1	12	-11	18	12	7	11	3
CCc1ccc(N2C(=O)CC(N3CCN(c4ccccn4)CC3)C2=O)cc1 (configuration not stated)	-2	-19	-9	9	-6	-6	-6	8
CCCCCCCCCCCC(=O)NC(Cc1ccc(OC)c([N+](=O)[O-])c1)C(=O)O (configuration not stated)	4	18	-1	-4	5	-18	-12	-3
CCCCN(CC)CCCNC(=O)CN1C(=O)CSc2ccc(S(=O)(=O)N3CCOCC3)cc21	7	-2	5	2	2	2	1	-1
COCCNC(=O)c1cc(-c2ccc(OC)c(OC)c2)on1	-4	-15	-8	9	-4	2	-14	-6
CCNC(=S)/C(=C(/[O-])c1ccc([N+](=O)[O-])cc1)[n+]1ccccc1	-5	18	-8	15	-5	10	3	0

Entries shown so far that have bromine (5):
SMILES	Gli-Sufu block	Jurkat NFkB inh	Apaf1 inhib	697 NFkB inh	HKDC1 inh	UBC13 polyUb	SENP8 block	SENP7 inh
Cc1ccc2c(c1)C(=O)C(=O)N2Cc1ccc(Br)cc1	36	-13	35	-35	23	-7	10	-12
Cc1cc(C(F)F)n2nc(C(=O)Nc3ccccc3Br)nc2n1	-9	-13	11	-1	-3	-15	-5	1
O=C1CC(c2cc(Br)ccc2F)c2cc3c(cc2N1)CCC3 (configuration not stated)	37	73*	-5	8	0	17	1	6
Cn1cc(S(=O)(=O)Nc2ccc(Br)cc2F)c(=O)n(C)c1=O	8	-4	-5	3	-2	-13	-12	14
COc1ccc(/C=N/NC(=O)c2[nH]c3ccc(Br)cc3c2-c2ccccc2)c(C(=O)O)c1OC	1	12	-11	18	12	7	11	3

Hits appear at their usual frequency; 3.6% or so of the library scored in one or more.
